High-throughput results: PubChem, several laboratories
NCOA3 inh = inhibitors of human steroid receptor coactivator 3 (SRC3); Q9Y6Q9; HEK293 GAL4-SRC3 luciferase reporter, luminescence; inhibition, % at 3.6 µM; 0.17% of 360,000 active; AID 588352;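 active = inhibition above a per-campaign cutoff, the mean of all compounds plus 3 SD, cut at about 60% in these data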;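 also: 0% = DMSO-treated cells and 100% = gossypol-treated cells at 36 µM; higher means less SRC3-driven luciferase light from the GAL4 reporter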
COUP-TFII inh = inhibitors of human COUP-TFII (NR2F2) | P24468 | HEK293T NGFI-A luciferase reporter, luminescence | inhibition, % at 8.6 µM | 0.7% of 370,000 active | AID 686940;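 active = inhibition above a per-plate cutoff, mean inhibition of test wells between control levels plus 3 SD, cut at about 38% in these data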;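 also: cells cotransfected with COUP-TFII expression vector driving the NGFI-A reporter; 0% = median of COUP-TF2 test wells and 100% = reporter-only cells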
TWEAK-Fn14 inh = inhibitors of TWEAK-Fn14 interaction signaling; TWEAK-stimulated Fn14 reporter cells, luciferase luminescence, 8 h; inhibition, % at 10 µM; 2% of 360,000 active; AID 1159606; in the data active = inhibition above about 50%
C8 TRAIL sens = caspase-8 TRAIL sensitization | NB7+C8 cells + TRAIL, ATPlite viability luminescence | inhibition (viability loss, TRAIL sensitization), % at 10 µM | 1% of 360,000 active | AID 624354;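 active = compounds causing at least 50% loss of cell viability in the single-dose screen, relative to plate controls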
NCOA1 inh = inhibitors of human steroid receptor coactivator 1 (SRC1); HEK293 GAL4-SRC1 luciferase reporter, luminescence; inhibition, % at 3.6 µM; 0.12% of 360,000 active;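 active = inhibition above the campaign mean plus 3 SD, with each screening campaign given its own cutoff, cut at about 60% in these data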;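 also: 0% = DMSO treated cells and 100% = gossypol at 36 µM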
Target sequence (Q15788 whole entry, looked up, the tested form may be a part): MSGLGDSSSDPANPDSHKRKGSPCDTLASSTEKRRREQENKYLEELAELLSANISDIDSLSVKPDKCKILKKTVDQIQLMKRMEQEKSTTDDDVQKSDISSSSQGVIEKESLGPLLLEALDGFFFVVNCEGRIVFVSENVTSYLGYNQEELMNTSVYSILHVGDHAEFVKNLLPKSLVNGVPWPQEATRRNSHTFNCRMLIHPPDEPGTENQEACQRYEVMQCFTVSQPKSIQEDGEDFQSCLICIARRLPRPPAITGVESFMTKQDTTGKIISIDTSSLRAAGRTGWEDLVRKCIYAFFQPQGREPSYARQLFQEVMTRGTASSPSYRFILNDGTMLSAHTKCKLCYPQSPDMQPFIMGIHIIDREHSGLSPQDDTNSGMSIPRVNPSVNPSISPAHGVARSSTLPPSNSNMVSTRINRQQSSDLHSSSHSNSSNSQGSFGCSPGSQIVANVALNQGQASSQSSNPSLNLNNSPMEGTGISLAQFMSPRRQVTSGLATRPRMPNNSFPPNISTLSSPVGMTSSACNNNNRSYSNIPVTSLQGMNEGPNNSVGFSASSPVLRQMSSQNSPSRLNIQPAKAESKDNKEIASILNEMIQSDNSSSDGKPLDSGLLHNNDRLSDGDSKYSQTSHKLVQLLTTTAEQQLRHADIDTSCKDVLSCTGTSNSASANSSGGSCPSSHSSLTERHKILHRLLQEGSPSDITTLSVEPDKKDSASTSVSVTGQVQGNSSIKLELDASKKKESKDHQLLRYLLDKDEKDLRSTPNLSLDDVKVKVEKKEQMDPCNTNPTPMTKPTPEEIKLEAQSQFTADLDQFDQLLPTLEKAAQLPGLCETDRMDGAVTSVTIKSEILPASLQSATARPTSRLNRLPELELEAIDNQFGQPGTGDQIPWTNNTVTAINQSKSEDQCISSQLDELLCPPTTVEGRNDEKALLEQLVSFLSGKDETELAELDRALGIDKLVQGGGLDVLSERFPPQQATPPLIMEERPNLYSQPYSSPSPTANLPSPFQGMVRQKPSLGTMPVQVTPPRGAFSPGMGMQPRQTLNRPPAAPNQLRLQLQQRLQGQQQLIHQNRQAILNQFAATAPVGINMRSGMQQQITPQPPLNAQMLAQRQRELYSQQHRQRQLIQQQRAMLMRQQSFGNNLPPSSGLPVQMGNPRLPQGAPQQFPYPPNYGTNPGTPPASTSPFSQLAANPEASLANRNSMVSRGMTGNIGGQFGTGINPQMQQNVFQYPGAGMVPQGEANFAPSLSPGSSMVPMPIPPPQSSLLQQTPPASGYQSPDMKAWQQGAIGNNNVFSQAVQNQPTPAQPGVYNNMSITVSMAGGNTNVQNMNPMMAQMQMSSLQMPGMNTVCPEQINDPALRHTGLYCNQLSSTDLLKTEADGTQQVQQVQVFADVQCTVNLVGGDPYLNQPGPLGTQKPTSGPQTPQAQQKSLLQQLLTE
NCOA2 inhibitor = inhibits human steroid receptor coactivator 2; HEK293 GAL4-SRC2 luciferase reporter, luminescence; inhibition, % at 9 µM; 0.17% of 370,000 active;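 active = inhibition above the mean inhibition of all tested compounds plus 3 SD, set per campaign, cut at about 52% in these data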;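 also: 0% = DMSO treated cells and 100% = cells given Gossypol at 36 µM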
NR5A2 inv ag = NR5A2 inverse agonism in reporter assay; O00482; HEK293T StAR-luciferase reporter, LRH-1 transfected, 24 h; inhibition, % at 3.6 µM; 0.13% of 360,000 active; AID 602396;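 active = inhibition above the mean inhibition of all tested compounds plus 3 SD, cut at about 73% in these data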;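 also: 0% = DMSO wells and 100% = reporter-only cells lacking LRH-1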
CF NFkB block = blocks PAF-induced NF-kB reporter in cystic fibrosis cells. inhibition, % at 5 µM. 0.86% of 360,000 active. KKLEB NF-kB-GFP reporter, GFP fluorescence overnight;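 active = at least 50% inhibition at 5 µM, scaled per plate between neutral and stimulator controls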;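 also: PAF is a Pseudomonas aeruginosa culture filtrate used as stimulus; plate controls were PAF-stimulated DMSO wells for no effect and unstimulated DMSO wells for full effect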
EBV LMP1 NFkB = inhibitors of Epstein-Barr LMP1-induced NF-kappaB reporter; LMP1-induced NF-kappaB luciferase reporter cells, luminescence; inhibition, % at 12.5 µM; 0.69% of 350,000 active; AID 504558; in the data active = inhibition above about 41%;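 also: 0% = neutral control wells and 100% = reference inhibitor control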
TROY signal inh = blocks TROY-dependent signaling in reporter cells | Q293 LMP1-TROYcd NF-kB luciferase reporter, 4 h | inhibition, % at 10 µM | 0.98% of 360,000 active | AID 1347056;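 active = compounds whose plate-normalised and pattern-corrected inhibition of the luciferase reporter signal at the single screening dose is 50% or more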
KKLEB cytotox = counter-screen for CF NF-kB inhibitors: cytotoxicity; KKLEB CF airway cells viability, ATPlite luminescence, overnight; hits give low values; cells stimulated with P. aeruginosa culture filtrate; activity change (cytotoxicity), % at 5 µM; 0.36% of 360,000 active; AID 602141;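 active = corrected activity change at or below -50% at 5 µM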
The depositor's hits bear a star; / = no result given.

1. Cc1csc(NC(=O)c2ccc[nH]c2=O)n1
2. O=C(NCCc1cccs1)c1cccs1
3. C=CCNc1nc(C(=O)OCC(=O)Nc2ccc(S(N)(=O)=O)cc2)cs1
4. CCOC(=O)c1sc2nc3n(c(=O)c2c1C)CCCCC3
5. CCCCN(CCCNC(=S)NCCCc1cnc[nH]1)c1ccc(Br)cn1
6. COc1cc(Br)cc(/C=C/c2ccc3cccc(O)c3n2)c1O
7. CCc1ccc(NC(=O)C2=CC(c3ccc(OC)c(OC)c3)=NS(=O)(=O)N2C)cc1
8. CCOC(=O)N1CCC(N2CC34C=CC(O3)C(C(=O)Nc3ccc(C)cc3)C4C2=O)CC1 (stereo unspecified)
9. OC1CCN(Cc2ccc3ccccc3c2)CC1
10. Cc1ccc(N2CCN(C(=O)c3ccccc3NC(=O)C3CCCCC3C(=O)O)CC2)cc1 (stereo unspecified)

Screen / compound no.	1	2	3	4	5	6	7	8	9	10
NCOA3 inh	-86.7	-61.2	-6.2	-58.1	-10.0	-21.3	6.9	-1.2	0.6	-0.7
COUP-TFII inh	-55.0	-60.2	8.2	-15.8	10.5	4.7	38.2*	-4.5	-10.4	-1.6
TWEAK-Fn14 inh	14.0	41.7	-0.2	-16.1	-2.3	-2.5	49.0	1.7	96.6*	5.5
C8 TRAIL sens	12.5	3.1	-13.4	3.5	2.2	28.4	27.1	-2.3	-18.3	-0.3
NCOA1 inh	-122.1	-70.9	-6.5	-103.8	-19.9	-23.8	-4.3	5.8	14.4	-4.4
NCOA2 inhibitor	-41.5	-68.0	-14.6	-47.7	35.8	1.0	11.5	11.6	-32.2	-9.9
NR5A2 inv ag	-153.0	-105.5	-22.0	-84.1	1.0	-33.2	20.7	-2.2	8.0	-22.1
CF NFkB block	8.9	6.9	8.8	-7.6	14.4	-13.0	-23.2	-7.1	14.4	10.6
EBV LMP1 NFkB	-10.0	-8.6	0.9	-31.4	/	7.8	9.6	-12.4	12.2	-5.8
TROY signal inh	-37.2	-24.7	-3.9	-60.6	19.2	-30.6	47.1	3.9	-10.5	-5.0
KKLEB cytotox	4.8	2.8	-3.6	-2.3	-7.0	9.3	2.4	6.5	-4.2	14.6

11. O=C(c1ccc(S(=O)(=O)NCC2CCCO2)cc1)N1CCN(c2ccccc2)CC1 (stereo unspecified)
12. CC(=O)Nc1ccc(S(=O)(=O)Nc2ccc3ccccc3n2)cc1
13. CCC(C)(C)c1nnc(NC(=O)CCC2CCCCC2)s1
14. CCCCN(Cc1cc2cc(C)ccc2[nH]c1=O)C(=O)c1ccccn1
15. COCC(=O)Nc1nc(-c2ccc(C)cc2)c(C)s1
16. Cc1cccc(NC(=O)CN2CCC(NC(=O)C3CCCCC3)CC2)c1C
17. CN(CC(=O)Nc1ccccc1Cl)CC(=O)Nc1c(F)cccc1F
18. O=C(Nc1cc(S(=O)(=O)Nc2ccccc2F)ccc1Cl)c1ccc(F)cc1F
19. O=C(CCSc1nnc(-c2ccco2)o1)N1CCOCC1
20. O=C(NC(=S)Nc1ccc(N2CCCCC2)c(Cl)c1)c1cccs1

Screen / compound no.	11	12	13	14	15	16	17	18	19	20
NCOA3 inh	2.0	-11.4	3.9	10.5	-18.9	5.2	23.2	1.2	-3.8	-11.3
COUP-TFII inh	-12.6	9.0	12.1	-2.5	-13.2	-2.5	3.4	2.2	13.9	-3.6
TWEAK-Fn14 inh	12.6	-7.7	-1.2	8.9	7.2	5.2	-4.3	12.4	-5.2	13.9
C8 TRAIL sens	-4.3	2.0	6.1	13.2	-8.1	3.6	-0.7	-13.2	-5.3	23.4
NCOA1 inh	1.0	0.8	7.6	-73.6	-127.3	-21.2	11.0	-2.4	1.3	-15.4
NCOA2 inhibitor	-2.6	-8.5	-8.5	19.5	-4.4	8.9	25.3	2.1	10.6	8.3
NR5A2 inv ag	-4.2	-4.6	1.2	21.5	-33.5	-3.0	1.9	9.0	-10.4	-19.0
CF NFkB block	-18.4	20.8	12.8	-2.0	-1.0	9.9	-11.0	-14.4	0.3	-7.1
EBV LMP1 NFkB	4.7	-5.1	/	-10.0	3.3	-5.5	-15.8	4.5	4.0	5.1
TROY signal inh	14.7	-10.1	-24.6	1.6	-28.2	-1.9	1.7	8.9	10.3	25.1
KKLEB cytotox	8.4	-20.0	2.3	-2.9	-11.7	-8.0	-5.6	-3.6	-1.5	5.1

21. O=C(Nc1nc2c(s1)CCCC2)c1cc(-c2ccncc2)nc2ccccc12
22. CN(C)/C=C(/C(=O)c1ccc(Cl)cc1)S(C)(=O)=O
23. COc1cccc(C2NC(=S)NC3=C2CCc2ccccc23)c1 (stereo unspecified)
24. COc1ccc(-c2nc3c(C)cc(Br)cn3c2Cc2ccc(C)cc2)cc1OC
25. CCOc1ccc(NC(=S)c2ccncc2)cc1
26. CC(C)(C)c1ccc(C(=O)Nc2cccnc2)cc1
27. CC1(C)CC(=O)C=C(Nc2ccc([N+](=O)[O-])cc2)C1
28. COc1ccccc1NC(=O)N1CCCC1C(=O)NCCc1ccccc1 (stereo unspecified)
29. Cc1nc(C)c(NC(=O)N2CCc3ccccc32)cc1NC(=O)N1CCc2ccccc21
30. COc1ncc(-c2ccc(N3C(c4ccc([N+](=O)[O-])cc4)=Cc4ccccc4C3CC(C)=O)cc2)cn1 (stereo unspecified)

Screen / compound no.	21	22	23	24	25	26	27	28	29	30
NCOA3 inh	2.3	-16.5	1.1	3.9	-6.4	-96.1	5.5	-8.7	-42.5	/
COUP-TFII inh	-9.2	4.8	-2.7	-9.9	7.8	-20.4	23.9	-17.6	4.6	4.1
TWEAK-Fn14 inh	1.0	-8.6	24.3	25.4	33.2	0.6	-12.6	15.4	-15.9	-17.0
C8 TRAIL sens	24.9	-5.5	-10.7	-2.3	26.3	43.3	-12.8	-19.6	36.4	-12.1
NCOA1 inh	-5.8	-28.4	-0.4	-5.9	-17.1	-77.5	-9.2	-22.0	-28.5	/
NCOA2 inhibitor	-33.1	15.1	10.4	4.6	18.2	-67.9	11.8	2.2	-15.0	-14.9
NR5A2 inv ag	-17.8	-9.2	12.6	-4.8	-5.5	-153.3	-8.0	2.8	-69.7	13.9
CF NFkB block	-14.8	-6.5	-14.9	7.2	-25.1	5.5	-7.7	-1.7	13.4	/
EBV LMP1 NFkB	-0.6	4.3	3.0	/	10.6	-24.0	-1.1	1.8	-28.6	/
TROY signal inh	-7.5	5.5	13.8	3.8	11.8	-24.9	9.8	-10.9	-51.4	-1.4
KKLEB cytotox	0.3	4.9	32.0	-6.1	7.2	-15.3	4.7	-15.9	-16.5	/

31. C=CCNC(=S)Nc1ccc(C(N)=O)cc1
32. CCc1nc2ccc(C(=O)Nc3ccc4c(c3)OCC(=O)N4)cn2c1N(C)Cc1nccn1C
33. Cc1cc(C)nc(SC(C)C(=O)Nc2ccc(S(N)(=O)=O)cc2)n1 (stereo unspecified)
34. O=C(Sc1cccc2cccnc12)c1ccccc1Br
35. O=C(c1c[nH]c2ccccc12)N1CCN(c2ccccc2)CC1
36. CCCCOCCCNC(=O)CC(C)c1ccccc1 (stereo unspecified)
37. Cc1ccc(C(=O)NCC(=O)NCCCc2ccccc2)s1
38. CC1(C(=O)NS(=O)(=O)c2ccc(F)cc2F)CCN1C(=O)CC(c1ccccc1)c1ccccc1 (stereo unspecified)
39. CCCOc1ccc(S(=O)(=O)n2cc(Br)c(=O)[nH]c2=O)cc1
40. CCC1=C/C(=C/N(C)c2ccccc2)C(=O)S1

Screen / compound no.	31	32	33	34	35	36	37	38	39	40
NCOA3 inh	11.1	12.8	-14.0	-103.7	9.4	12.7	-0.2	7.6	16.4	14.0
COUP-TFII inh	-1.6	-13.0	-13.6	29.6	-0.1	-1.5	-6.8	-8.2	19.9	0.3
TWEAK-Fn14 inh	-0.6	-14.2	7.4	101.2*	24.7	-2.9	-5.4	-3.4	0.6	17.9
C8 TRAIL sens	-4.3	0.6	-0.7	-3.7	-8.9	7.4	3.4	1.9	5.8	-3.2
NCOA1 inh	-15.3	-24.4	3.9	-220.7	-18.5	8.2	1.4	-0.4	3.5	-13.7
NCOA2 inhibitor	8.9	3.5	4.3	-58.8	-14.3	-15.2	-9.2	13.9	-5.8	-2.6
NR5A2 inv ag	0.7	8.3	-13.1	64.1	-14.4	4.4	-11.8	-5.4	7.8	9.0
CF NFkB block	-8.4	5.2	-15.1	33.9	-4.7	17.6	7.8	-5.3	-21.7	-21.1
EBV LMP1 NFkB	4.7	/	4.0	-23.0	-3.9	0.6	5.0	/	-0.4	-13.0
TROY signal inh	5.7	8.0	2.0	-19.4	-57.4	5.7	-15.0	0.3	8.1	-5.9
KKLEB cytotox	3.6	-2.8	2.3	12.8	-6.1	3.3	-4.7	11.3	24.0	11.7

Sorted by molar mass (largest number first): 6 of the compounds above
38. CC1(C(=O)NS(=O)(=O)c2ccc(F)cc2F)CCN1C(=O)CC(c1ccccc1)c1ccccc1 (stereo unspecified)
32. CCc1nc2ccc(C(=O)Nc3ccc4c(c3)OCC(=O)N4)cn2c1N(C)Cc1nccn1C
39. CCCOc1ccc(S(=O)(=O)n2cc(Br)c(=O)[nH]c2=O)cc1
36. CCCCOCCCNC(=O)CC(C)c1ccccc1 (stereo unspecified)
40. CCC1=C/C(=C/N(C)c2ccccc2)C(=O)S1
31. C=CCNC(=S)Nc1ccc(C(N)=O)cc1

Screen / compound no.	38	32	39	36	40	31
NCOA3 inh	7.6	12.8	16.4	12.7	14.0	11.1
COUP-TFII inh	-8.2	-13.0	19.9	-1.5	0.3	-1.6
TWEAK-Fn14 inh	-3.4	-14.2	0.6	-2.9	17.9	-0.6
C8 TRAIL sens	1.9	0.6	5.8	7.4	-3.2	-4.3
NCOA1 inh	-0.4	-24.4	3.5	8.2	-13.7	-15.3
NCOA2 inhibitor	13.9	3.5	-5.8	-15.2	-2.6	8.9
NR5A2 inv ag	-5.4	8.3	7.8	4.4	9.0	0.7
CF NFkB block	-5.3	5.2	-21.7	17.6	-21.1	-8.4
EBV LMP1 NFkB	/	/	-0.4	0.6	-13.0	4.7
TROY signal inh	0.3	8.0	8.1	5.7	-5.9	5.7
KKLEB cytotox	11.3	-2.8	24.0	3.3	11.7	3.6

Continuation.
41. CC1=CC(C2CC(=O)N(c3ccccc3C)C2=O)CC2C(=O)N(c3ccccc3C)C(=O)C12 (stereo unspecified)
42. CC(C)[C@H](NC(=O)c1ccccc1F)C(=O)Nc1cccc(S(=O)(=O)N2CCOCC2)c1
43. CC(C)NC(=O)N(C)C[C@@H]1Oc2ccc(NC(=O)CCN3CCOCC3)cc2CC(=O)N([C@@H](C)CO)C[C@@H]1C
44. COc1ccc(S(=O)(=O)N2CCc3ccccc32)cc1NC(C)=O

Screen / compound no.	41	42	43	44
NCOA3 inh	11.0	2.3	9.3	1.3
COUP-TFII inh	3.0	4.5	4.0	3.4
TWEAK-Fn14 inh	-22.6	12.8	6.2	8.6
C8 TRAIL sens	-4.3	-4.6	-5.7	-34.4
NCOA1 inh	-3.7	7.4	10.8	-1.2
NCOA2 inhibitor	12.5	-6.2	-2.5	19.8
NR5A2 inv ag	16.9	-8.7	-9.3	1.2
CF NFkB block	15.5	-15.0	8.0	19.3
EBV LMP1 NFkB	10.2	-8.0	-13.5	-0.9
TROY signal inh	-10.0	-4.1	9.7	-0.6
KKLEB cytotox	-13.9	3.0	-18.6	-7.9

This is a random part of the collection. About 4.2% of those tested had a hit in this group.
